# H37Rv inhibition = M. tuberculosis growth inhibition, HTS (AID 449762). M. tuberculosis H37Rv growth inhibition, 7H9 media; higher % means a stronger effect. one-dose inhibition, % at 25 µM; IC50 in µM for titrated hits. 0.59% of 330,000 active; in the data active = a potency from the dose series; inconclusive = inhibition above about 70% without an active follow-up result;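 also: bacterial growth assessed after seven days of incubation; strong numbers were not always called active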
# H1N1 NS1A inhibition = H1N1 influenza NS1A inhibitors, functional cell based assay (AID 504329). NS1A functional cell-based assay, percent inhibition; higher % means a stronger effect. inhibition, % at 12.5 µM, or IC50 in µM where a hit was titrated. 0.3% of 340,000 active; in the data active = a potency from the dose series; inconclusive = inhibition above about 27% without an active follow-up result; also: strong numbers were not always called active
# Salmonella PhoP GFP = PhoP regulon inhibitors, Salmonella typhi PhoP promoter GFP reporter, confirmatory (AID 1850). Salmonella Typhi PhoP-promoter GFP reporter, fluorescence, 4 h; higher % means a stronger effect. inhibition, % at 50 µM, or IC50 in µM where a hit was titrated. 0.33% of 310,000 active; in the data active = a potency from the dose series; inconclusive = inhibition mostly from about 25% at the one dose, without a potency; inactive = the rest, 99 in 100 with inhibition below about 19%;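 also: 0% = induced wells with vehicle and 100% = uninduced wells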
# M. tuberculosis = growth inhibition of non-replicating M. tuberculosis (AID 488890); inhibition, % at 25 µM, or IC50 in µM where a hit was titrated; 0.39% of 320,000 active; Mycobacterium tuberculosis non-replicating, growth inhibition; higher % means a stronger effect; in the data active = a potency from the dose series; inconclusive = inhibition mostly from about 82% at the one dose, without a potency; inactive = the rest, 99 in 100 with inhibition below about 76%;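 also: plate controls were DMSO cells for no effect and high antibiotic wells for full effect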
# inhibitors of VEEV = inhibitors of VEEV TC-83 cytopathic effect, confirmation, Vero cells (AID 588727). Vero cells, VEEV TC-83 cytopathic effect inhibition; higher % means a stronger effect. inhibition, % at 20 µM, or IC50 in µM where a hit was titrated. 0.13% of 350,000 active; in the data active = a potency from the dose series; inconclusive = inhibition mostly from about 14% at the one dose, without a potency; inactive = the rest, 99 in 100 with inhibition below about 12%; also: strong numbers were not always called active
# inhibitors of VEEV 10K pilot screen = second read-out of inhibitors of VEEV, no call of its own (marks repeat the call); inhibition, %; measured here: 10K pilot screen inhibition
# An asterisk follows results filed as active; i = inactive; ? = inconclusive; / = no result given; & = joins results of further samples.
SMILES,H37Rv inhibition,H1N1 NS1A inhibition,Salmonella PhoP GFP,M. tuberculosis,inhibitors of VEEV,others
N#CC1=C(N)SC(N)=C(C#N)C1c1c(Cl)cccc1Cl,5%,-5%,0%,10%,0.6%,
CC(=O)N1c2ccc(S(=O)(=O)N3CCC(C(=O)N4CC(C)CC(C)C4)CC3)cc2CC1C (stereo not given),-4%,10%,-6%,9%,1.0%,
O=C(C(Cc1ccccc1)n1cccc1)N1CCN(c2ccccc2)CC1 (stereo not given),-13%,4%,-4%,10%,2.9%,
COCCOC(=O)C1=C(C)N=C2SCCC(=O)N2C1c1cccc(Br)c1 (stereo not given),4%,-1%,-8%,5%,0.4%,
COc1ccccc1-c1nnc(NC(=O)c2ccc3c(c2)OCO3)s1,5%,-6%,2%,-3%,13%,
CCCCC(=O)NC(=S)Nc1cccc(NC(=O)c2ccccc2)c1,37%,17%,-6%,16%,6.7%,inhibitors of VEEV 10K pilot screen=1.2
CC(C)OC(=O)C1CC=CCC1C(=O)Nc1ccc(Cl)cc1 (stereo not given),-5%,5%,11%,-5%,0.9%,
Cc1cccc(C(=O)O/N=C2\CCS(=O)(=O)c3sccc32)c1,6%,12%,-11%,24%,i,
CC1CCN(C(=O)c2ccc3c(c2NCCO)C(=O)c2ccccc2C3=O)CC1,9%,25µM*,1%,27%,5.5%,
C=CCNc1nc2c(c(=O)n(C)c(=O)n2C)n1CC,1%,-3%,-1%,/,1.5%,
O=C(CCCN1C(=O)c2ccccc2C1=O)Oc1ccc(Cl)cc1,0%,3%,-8%,?,0.9%,
O=c1/c(=C\c2cc([N+](=O)[O-])cc([N+](=O)[O-])c2O)sc2nc3ccccc3n12,3%,11%,-9%,53%,0.9%,
NS(=O)(=O)c1ccc(N2CCOCC2)c(C(=O)NCc2cccs2)c1,2%,2%,/,5%,1.2%,
Cc1ccc(-c2cc(C(=O)O)c3cc(Br)ccc3n2)s1,2%&-3%,19%&16%,-11%&-19%,37%&30%,12%&1.1%,
COCC1CCCN(C(=O)c2cc(COc3cncc(Cl)c3)on2)C1 (stereo not given),0%,9%,0%,3%,i,
COc1ccc(CNC(=O)COC(=O)C2=Cc3ccccc3OC2)cc1,/,1%,/,/,0.3%,
COc1ccc(NC(=O)c2ccco2)cc1NC(=O)COc1ccccc1[N+](=O)[O-],8%,-5%,-5%,29%,1.5%,
Cc1nc(-c2ccccc2)sc1C1(C)CC(c2ccc(OC(F)(F)F)cc2)=NO1 (stereo not given),2%,2%,-1%,3%,0.3%,inhibitors of VEEV 10K pilot screen=0.3
Cc1cc(C(=O)Nc2ccccc2C)c2ccccc2n1,15%,-6%,9%,17%,1.4%,
O=C1CCN(CCc2ccccc2)CCN1[C@H](CSc1ccccc1)c1ccccc1,22%,1%,-6%,18%,i,
Nc1nnn(CC(=O)N/N=C/c2cccc(Cl)c2)n1,-7%,3%,0%,-9%,2.4%,
O=[N+]([O-])c1cccnc1NCCNc1ncc(C(F)(F)F)cc1Cl,13%,11%,12%,54%,6.1%,
COc1cc(CN2CCC(C(=O)NCCC(C)C)CC2)ccc1OCc1ccccc1,6%,2%,-1%,35%,i,
Cc1noc(C)c1S(=O)(=O)Nc1ccc(C(=O)NC2CCCCC2)cc1,-7%,-11%,10%,-1%,1.3%,
CCCCc1nnc(NC(=O)c2ccc(N3CCCC3=O)cc2)s1,1%,12%,-4%,-4%,9.7%,
CCOCc1nnc(NC(=O)c2ccc(OC)cc2)s1,0%,-8%,6%,-1%,5.9%,inhibitors of VEEV 10K pilot screen=0.4
COc1ccc(C2=Nc3ccccc3C2(O)CCN2C(=O)c3ccccc3C2=O)cc1 (stereo not given),/,2%,/,/,i,
O=C(CSc1nnc(-c2ccccc2)o1)c1ccc2c(c1)OCCO2,-8%,9%,8%,2%,i,
O=C(NCC1COc2ccccc2O1)c1cccc(S(=O)(=O)NCc2ccccc2)c1 (stereo not given),0%,-1%,-1%,7%,5.6%,
CC(C(=O)O/N=C(\N)c1ccccn1)c1ccc([N+](=O)[O-])cc1 (stereo not given),-4%,-15%,-9%,3%,4.2%,
Cc1cc(C)c(N(CC(=O)NCc2ccccc2)C(=O)c2csnn2)c(C)c1,4%,13%,-25%,3%,0.2%,
CC(=O)c1ccc(OCc2ccc(Oc3c(Cl)cccc3[N+](=O)[O-])cc2)cc1,18%,-1%,-8%,-3%,0.6%,
c1ccc2c(c1)Sc1ccccc1-n1cnnc1-2,-2%,6%,16%,11%,2.6%,inhibitors of VEEV 10K pilot screen=0.0
O=C(O)Cn1cnc2c(OCc3ccccc3)ncnc21,6%,-20%,/,0%,i,
COc1ccccc1N1CCN(Cc2cc(C)c(C)cc2O)CC1,1%,5%,0%,22%,0.2%,
Cc1ccsc1/C=N/n1c(C2CCCCC2)n[nH]c1=S,1%,-3%,-2%,52%,2.4%,

# Compounds above with an aryl methoxy group (seven):
SMILES,H37Rv inhibition,H1N1 NS1A inhibition,Salmonella PhoP GFP,M. tuberculosis,inhibitors of VEEV,others
COc1ccccc1-c1nnc(NC(=O)c2ccc3c(c2)OCO3)s1,5%,-6%,2%,-3%,13%,
COc1ccc(CNC(=O)COC(=O)C2=Cc3ccccc3OC2)cc1,/,1%,/,/,0.3%,
COc1ccc(NC(=O)c2ccco2)cc1NC(=O)COc1ccccc1[N+](=O)[O-],8%,-5%,-5%,29%,1.5%,
COc1cc(CN2CCC(C(=O)NCCC(C)C)CC2)ccc1OCc1ccccc1,6%,2%,-1%,35%,i,
CCOCc1nnc(NC(=O)c2ccc(OC)cc2)s1,0%,-8%,6%,-1%,5.9%,inhibitors of VEEV 10K pilot screen=0.4
COc1ccc(C2=Nc3ccccc3C2(O)CCN2C(=O)c3ccccc3C2=O)cc1 (stereo not given),/,2%,/,/,i,
COc1ccccc1N1CCN(Cc2cc(C)c(C)cc2O)CC1,1%,5%,0%,22%,0.2%,

# Going on with the list:
SMILES,H37Rv inhibition,H1N1 NS1A inhibition,Salmonella PhoP GFP,M. tuberculosis,inhibitors of VEEV,others
O=C(c1ccco1)N1c2ccccc2Sc2ccccc21,51%,0%,12%,27%,i,
Cc1ccc(S(=O)(=O)N2CCC(C(=O)OC(C)C(=O)NC3CCCCC3C)CC2)cc1C (stereo not given),-9%,-13%,/,18%,3.5%,
CC(=C1SC(=S)NC1=O)c1ccccc1,/,1%,/,/,2.4%,
C=CCn1c(SCC(=O)N2CCOCC2)nc2sc3c(c2c1=O)CCCC3,-8%,-6%,2%,38%,5.9%,
COc1cccc2cc(C(=O)C3=C(O)C(=O)N(CCN(C)C)C3c3ccc(F)cc3)oc12 (stereo not given),-2%,-1%,-5%,7%,i,
O=c1[nH]c2ccc(S(=O)(=O)N3CCN(c4ccccc4)CC3)cc2[nH]c1=O,-7%,-3%,-4%,4%,0.4%,
Cc1cc(=O)oc2cc(OC(=O)c3ccccc3)ccc12,-6%,-5%,-5%,69%,6.0%,
COc1cccc2c1C(=O)c1c(O)c3c(c(O)c1C2=O)C[C@@](O)(C(=O)CO)C[C@@H]3O[C@H]1C[C@H](N)[C@@H](O)[C@H](C)O1,2.6µM*,?,-12%,?,?,
O=C1/C(=C/c2cccnc2)SC(=S)N1C1CCS(=O)(=O)C1 (stereo not given),-8%,-2%,-1%,5%,6.4%,
CCCC(=O)NC(Nc1c(C)n(C)n(-c2ccccc2)c1=O)C(Cl)(Cl)Cl (stereo not given),-1%,-9%,-3%,-3%,0.3%,
CC[C@H]1C(O)C[C@H]2CCN3C(=O)CCC[C@H]1[C@H]23 (stereo not given in full),/,-2%,/,/,i,
CC(C)(CO)NC(=O)CCCOc1ccc(Cl)cc1Cl,-11%,0%,-16%,8%,0.6%,
CC(C)Nc1nc(NC(C)C)nc(N(C)C#N)n1,1%,-10%,2%,9%,3.7%,
Cc1cc(C)c(C#N)c(SCC(=O)C2CC2)n1,8%,/,12%,4%,i,
COc1cccc(CC(=O)OCC(=O)c2cc(OC)ccc2OC)c1,0%,-8%,/,6%,0.6%,
O=c1c2cccnc2nc2n1CCCCC2,5%,-1%,6%,-10%,i,
Oc1cc2c(cc1CN1CCN(c3ccccc3)CC1)OCO2,9%,12%,10%,-6%,i,
O=C(NCC(O)CN1CCOCC1)c1ccc([N+](=O)[O-])cc1 (stereo not given),1%,-7%,-3%,-9%,0.2%,
COc1cccc(N2CC(O)Cn3c2nc2c3c(=O)n(CCCc3ccccc3)c(=O)n2C)c1 (stereo not given),-6%,-13%,-2%,19%,8.6%,
CCOC(=O)Cc1ccc(NCc2ccc(Cl)cc2)cc1,?,5%,9%,i,i,
CCOC(=O)CN1CC23C=CC(O2)C(C(=O)Nc2ccc4c(c2)OCO4)C3C1=O (stereo not given),-4%,3%,-14%,-5%,0.7%,
COc1ccccc1NC(=O)CN(c1ccc(C)cc1)S(=O)(=O)c1c(C)n[nH]c1C,9%,-15%,-2%,20%,7.8%,
Cc1ccc2oc(C(=O)N3CCCCCC3)c(C)c2c1,22%,6%,-11%,63%,i,
CCCCOc1ccc(C(=O)N/C(=C\c2ccc([N+](=O)[O-])cc2)C(=O)OCc2ccco2)cc1,5%,16%,0%,-4%,0.5%,
Cc1cc(N2CCC(C(N)=O)CC2)nc(-c2ccccc2)n1,-4%,0%,0%,-5%,0.4%,
O=C(CSc1nnc(-c2cccnc2)n1-c1ccccc1)Nc1ccccc1,0%,-2%,7%,-12%,1.1%,
Cc1ccccc1-c1nnc(SCCC(=O)N2CCOCC2)o1,12%,10%,12%,?,1.0%,
COc1ccc(/C=C/c2c([N+](=O)[O-])c(=O)n(C)c(=O)n2C)cc1,-5%,5%,0%,21%,0.4%,
Cc1cc[n+](C(C)C(=O)c2ccc(-c3ccccc3)cc2)cc1 (stereo not given),3%,4%,4%,11%,0.7%,
COc1ccc(N(CC(=O)NCc2ccc3c(c2)OCO3)S(=O)(=O)c2ccc(O)c(C(=O)O)c2)cc1,/,-3%,/,/,2.4%,
CCc1cccc(NS(=O)(=O)c2ccc3c(c2)CCC(=O)N3)c1,-2%,-16%,0%,2%,0.5%,
O=C(Cc1ccccc1)NNS(=O)(=O)c1ccc(F)cc1,-2%,-7%,6%,-8%,i,
COc1ccc(OC)c(CCNC(=O)c2ccccc2NC(=O)C2=C(C)OCCS2)c1,-6%,4%,-5%,-1%,5.8%,
O=C(Nc1cccc(S(=O)(=O)Nc2ccc(SC(F)F)cc2)c1)C1CCC1,-6%,1%,/,19%,i,
COCC(C)n1c(C)cc(C(=O)COC(=O)c2ccc3c(c2)NC(=O)CS3)c1C (stereo not given),5%,7%,-1%,12%,6.2%,
COc1cccc(OC)c1C(=O)Nc1ccc(S(=O)(=O)N2CCCCC2)cc1,-2%,3%,-5%,8%,2.0%,
CC(C)(C)c1ccc(C(=O)c2c[nH]c(C(=O)O)c2)cc1,0%,4%,-7%,10%,1.3%,inhibitors of VEEV 10K pilot screen=0.0
Cc1nc(N2CCN(S(=O)(=O)c3cccc4nonc34)CC2)c2c3c(sc2n1)CCCC3,-23%,11%,-7%,-12%,0.4%,
Cc1nc(SCc2nc3c(O)cccc3[nH]2)c2oc3ccccc3c2n1,4%,-1%,/,4%,1.2%,
CCC(C)NC(=O)Cn1ccc2cc(S(=O)(=O)N3CCCCCC3)ccc21 (stereo not given),2%,6%,-3%,-4%,1.2%,
COc1cc2ccccc2cc1C(=O)Nc1ccc(Br)cn1,-1%,8%,1%,-7%,0.1%,
Cc1ccc(S(=O)(=O)N2CCN(C(=O)COC(=O)Cc3c(F)cccc3Cl)CC2)c(C)c1,/,4%,/,/,2.1%,
O=C(NC1=NCCS1)c1ccc(OCC2CCCO2)cc1 (stereo not given),3%,-1%,1%,18%,2.7%,
CCC(C)NCCOCCOc1ccc(Cl)c(C)c1C (stereo not given),0%,1%,1%,69%,5.3%,
COC(=O)C1=C(N)OC2=C(C(=O)CCC2)C1c1cccs1 (stereo not given),-6%,11%,-14%,-6%,2.1%,
O=C(Cn1ccsc1=NC(=O)C(F)(F)F)c1ccccc1,-3%,1%,8%,-5%,2.4%,
CCC(C)c1ccccc1N1CC(C(=O)N2CCN(S(=O)(=O)c3cccc([N+](=O)[O-])c3)CC2)CC1=O (stereo not given),/,7%,/,/,6.1%,
Cc1cc(=O)oc2cc(OCC(=O)NCCCN3CCCC3=O)ccc12,0%,1%,10%,11%,i,
Cc1cc(C)n2nc(C(=O)N3CCN(c4ccc([N+](=O)[O-])cc4)CC3)nc2n1,2%,5%,-11%,-11%,0.6%,
Cc1ccc(C(=O)Nc2ccc(N3CCCCC3)cc2)cc1,6%,1%,/,-2%,0.4%,

# Screens: PubChem, Southern Research Specialized Biocontainment Screening Center
